Pin1 inhibitor = human Pin1 inhibition; Pin1 FP peptide displacement, HiFluor488, 10 min; Potency, µM (series often up to 115 µM), without a hit: at the highest dose activity, negative = inhibition, usual class: inhibitors; 390,000 compounds, 0.009% hits; active = well fitted inhibition curve with a large enough effect in the polarisation, with a control signal flat, not every such curve was filed as active; inconclusive = small, poorly fitted or top-dose-only effect, or effect the other way, or a change in a side signal; inactive = no such curve, though single readings can be large or run the other way; the % refers to the polarisation; note: potency is the fitted concentration of half-maximal effect; % is set by controls: 0 for no effect and ±100 for the full control effect
HP1b binding inh = blocks HP1-beta chromodomain binding to methylated histone tails; AlphaScreen HP1-beta / biotin-H3K9me3 peptide binding; Potency, µM (doses to about 114 µM), without a hit: at the highest dose activity change, negative = inhibition, usual class: inhibitors; 390,000 compounds, 0.56% hits; note: potency is the fitted concentration of half-maximal effect; nearly all actives have a fitted effect of over 70% in size; inactives centre near 23
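AlphaScreen: HP1-beta (50 nM) preformed 30 min with biotin-H3(1-18)K9me3 peptide (50 nM) in PBS pH 7.4, 0.01% Tween-20. Compound added for 30 min at RT, then streptavidin donor/nickel chelate acceptor beads (10 ug/mL) for 30 min.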
GLS inhibitor = blocks human kidney-isoform glutaminase activity. O94925. GLS enzymatic activity, qHTS titration. Potency, µM (top dose mostly 45.5 µM), for inactives: top-dose activity change, negative = inhibition, usual class: inhibitors. 410,000 compounds, 0.21% hits. AID 624170; note: potency is the fitted concentration of half-maximal effect; % is set by controls: 0 for no effect and ±100 for the full control effect
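Glutamate formation by hKGA was monitored fluorometrically using coupled glutamate oxidase, HRP and Amplex Red. Substrate was added as 1 mM L-glutamine solution; incubation was 30 min at RT after an initial read.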
POLH inh = inhibitors of human DNA polymerase eta; recombinant Pol eta, fluorescent DNA replication assay; Potency, µM (series often up to 114 µM), for inactives: top-dose activity change, negative = inhibition, actives largely listed as inhibitors; 390,000 compounds, 1.2% hits; AID 588591; note: potency is the fitted concentration of half-maximal effect; % is set by controls: 0 for no effect and ±100 for the full control effect
Target sequence (Q9Y253 whole entry, looked up): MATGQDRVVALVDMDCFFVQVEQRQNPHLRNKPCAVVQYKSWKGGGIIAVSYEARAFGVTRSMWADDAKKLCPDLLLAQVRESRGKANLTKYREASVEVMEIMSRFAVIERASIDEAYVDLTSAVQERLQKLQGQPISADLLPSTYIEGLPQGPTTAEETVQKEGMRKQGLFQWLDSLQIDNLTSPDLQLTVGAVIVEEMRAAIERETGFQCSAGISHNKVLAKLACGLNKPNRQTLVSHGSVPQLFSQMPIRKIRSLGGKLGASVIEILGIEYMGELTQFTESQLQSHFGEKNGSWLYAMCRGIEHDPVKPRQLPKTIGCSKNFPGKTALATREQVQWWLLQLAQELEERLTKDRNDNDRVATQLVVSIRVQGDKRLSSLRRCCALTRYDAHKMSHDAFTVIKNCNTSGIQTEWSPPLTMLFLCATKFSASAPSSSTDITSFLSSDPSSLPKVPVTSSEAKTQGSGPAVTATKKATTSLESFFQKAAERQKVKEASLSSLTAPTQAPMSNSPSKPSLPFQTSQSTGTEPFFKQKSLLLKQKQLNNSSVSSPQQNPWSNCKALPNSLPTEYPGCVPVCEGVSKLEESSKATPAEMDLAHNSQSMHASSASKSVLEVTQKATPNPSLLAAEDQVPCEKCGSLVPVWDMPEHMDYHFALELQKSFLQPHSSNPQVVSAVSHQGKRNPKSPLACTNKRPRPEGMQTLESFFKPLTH
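Pol eta at 10 nM preincubated with compounds 15 min at room temperature; reaction started with fluorescent substrate (50 nM final) and read kinetically at 0 and 10 min.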
PI4K2A inh = blocks human PI4K2A kinase activity. purified PI4K2A, ADP-Glo luminescence, 1 h; active compounds read low. activity change, negative = inhibition, % at 76.9 µM. 420,000 compounds, 0.13% hits. AID 1346378; in the data active = activity change below about -50%; inconclusive = mostly about -30% to -49%;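 note: -100% = wells without enzyme as full effect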
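In this quantitative HTS, ADP production by PI4K2A was quantified luminescently after 1 h at ambient temperature; 100 microM adenosine served as plate-quality control.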
BAZ2B block = BAZ2B (human) inhibition; Q9UIF8; AlphaScreen BAZ2B-H3K14Ac peptide displacement; Potency, µM (doses to about 114 µM), without a hit: at the top dose activity change, negative = inhibition, actives largely listed as inhibitors; 360,000 compounds, 4.4% hits; AID 504333; note: potency is the fitted concentration of half-maximal effect; % is set by controls: 0 for no effect and ±100 for the full control effect; nearly all actives have a fitted effect of over 60% in size
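Complex of BAZ2B and biotin-H3K14Ac (50 nM apiece) forms over 30 min at RT, then faces library compounds up to 110 uM for another 30 min; AlphaScreen beads added, 20 min dark incubation, luminescence read.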
G9a inh = blocks human histone lysine methyltransferase G9a; Q96KQ7; 350,000 compounds, 8.8% hits; AID 504332; G9a H3K9 monomethylation, AlphaScreen, 2 h; Potency, µM (highest dose often 102 µM), inactives show top-dose activity, negative = inhibition, most hits filed as inhibitors; note: potency is the fitted concentration of half-maximal effect; % is set by controls: 0 for no effect and ±100 for the full control effect; nearly all actives have a fitted effect of over 75% in size
Target sequence (Q96KQ7 913-1193 limits assumed): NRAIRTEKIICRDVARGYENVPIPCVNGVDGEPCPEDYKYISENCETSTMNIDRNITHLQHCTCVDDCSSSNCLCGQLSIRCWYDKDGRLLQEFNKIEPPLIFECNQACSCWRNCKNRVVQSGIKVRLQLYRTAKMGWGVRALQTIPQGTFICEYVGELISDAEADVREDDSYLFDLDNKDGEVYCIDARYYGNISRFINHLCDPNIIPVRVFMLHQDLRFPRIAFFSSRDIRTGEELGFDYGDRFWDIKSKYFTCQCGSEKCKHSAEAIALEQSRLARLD
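G9a (20 nM) was preincubated 15 min with compound, then reacted 2 h at room temperature with 500 nM biotin-H3K9 peptide and 20 µM SAM. Monomethyl-H3K9 detected by AlphaScreen using anti-H3K9me1 antibody.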
JMJD2A Tudor = JMJD2A Tudor domain (human) inhibition; O75164; 390,000 compounds, 4.4% hits; AlphaScreen JMJD2A-Tudor / H3K4me3 peptide binding; Potency, µM (doses to about 114 µM), for inactives: top-dose activity change, negative = inhibition, actives largely listed as inhibitors; note: potency is the fitted concentration of half-maximal effect; % is set by controls: 0 for no effect and ±100 for the full control effect; nearly all actives have a fitted effect of over 50% in size
Tb PGK inh = inhibitors of T. brucei phosphoglycerate kinase | PGK/GAPDH coupled, Kinase-Glo luminescence, 60 min | P07378 | Potency, µM (series often up to 57.5 µM), without a hit: top-dose activity change, negative = inhibition, usual class: inhibitors | 380,000 compounds, 0.043% hits | AID 602233; note: potency is the fitted concentration of half-maximal effect; % is set by controls: 0 for no effect and ±100 for the full control effect; nearly all actives have a fitted effect of over 60% in size
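Recombinant glycosomal PGK reaction used 1,3-bisphosphoglycerate generated in-well by GAPDH (100nM final) in 100mM TEA pH 7.6, 5mM MgCl2, 0.01% Tween-20. After 60 minutes at room temperature, ATP was read by Kinase-Glo Plus luminescence end-point.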
An asterisk follows results filed as active; i = inactive; ? = inconclusive; · = no result given; & = joins results of further samples; [ ] = another dose, or the depositor's remark. Unless noted, calls come from the whole dose curve; as a rule, active = well fitted curve in the direction sought with a large enough effect; inconclusive = small, poorly fitted or top-dose-only effect, or another doubt; inactive = no such curve, though single readings can be large; an effect the other way counts as inactive or inconclusive. An excerpt; rates above refer to the full screens.

SMILES	Pin1 inhibitor	HP1b binding inh	GLS inhibitor	POLH inh	PI4K2A inh	BAZ2B block	G9a inh	JMJD2A Tudor	Tb PGK inh
O=C1NC(=O)C(C2CCOC2=O)N1 (stereo not drawn)	·	·	-9%	-7%	-3	·	·	·	-2%
Cn1c(O)c(C(=N)COc2ccccc2)c(=O)n(C)c1=O	1%	21%	4%	-16%	-2	6%	15%[0.0925 µM]	-7%	0%
O=c1[nH]c(=O)n(C2CCCCC2)c(O)c1/C=C/C=Nc1ccccc1	?	10%	3%	?	-7	-11%	4%[12.7 µM]	-7%	3%
CCC(=NCCOc1ccc(Cl)cc1)c1c(O)n(C)c(=O)n(C)c1=O	4%	22%	-8%	-11%	1	9%	16%[12.7 µM]	-2%	6%
Cc1ccc(N2C(=O)NC(=O)C3(Cc4ccccc4N4CCN(c5ccccc5)CC43)C2=O)cc1 (stereo not drawn)	?	14%	5%	-2%	-8	-32%	7.1µM*	-33%	-4%
O=C(c1ccco1)C12CN3CN(CN(C3)C1)C2	-6%	40%	-2%	-12%	3	2%	3%[59 µM]	-2%	i
c1cc(CCN2CCCC2)ccn1	-11%	45%[activator]	4%	-13%	0	?	·	-16%	-6%
O=C(COc1ccccc1F)N1CCN(CCN2C(=O)c3cccc4cccc(c34)C2=O)CC1	0%	2%	-5%	-18%	-2	-19%	-23%	-27%	0%
C=Cn1ccnc1P(=S)(c1ccn(C)c1)c1nccn1C=C	-4%	10%	1%	-11%	-1	6%	-13%[59 µM]	-29%	-11%
C=CCNc1nnc(Sc2ncccc2[N+](=O)[O-])s1	0%	20%	-6%	-12%	1	?	3%	2%	-6%
CCOC(=O)N(c1ccccc1)P1(=S)OCC(C)O1 (stereo not drawn)	15%	28%	-1%	-14%	3	8%	17%[59 µM]	-11%	4%
COC(=O)c1ccccc1-n1c(C)nc2ccccc2c1=O	4%	50%[activator]	2%	-11%	-4	2%	27%[59 µM]	12%	i
CC1Oc2cc3c(-c4c(O)cc(O)c5c(O)c6c(cc45)OC(C)C(C)C6=O)c(O)cc(O)c3c(O)c2C(=O)C1C (stereo not drawn)	?	?	7.9µM*	7.1µM*	-21	32µM*	13µM*	45µM*	-2%
CC(C)N1CC=C(c2c[nH]c3ccccc23)CC1	-4%	33%[activator]	0%	-11%	-6	3%	?	-7%	i
CN1CC(C(=O)c2ccc(Cl)cc2)C(c2ccc(Cl)cc2Cl)C1 (stereo not drawn)	3%	-13%	4%	-16%	-1	-18%	?	-33%	i
O=C(Cn1cc(C(=O)c2ccccc2F)c2ccccc21)NCc1ccco1	6%	14%	1%	-3%	10	-26%	-13%[59 µM]	-9%	1%
O=c1[nH]c(=S)n(C2CCCCC2)c(O)c1/C=N/N1CCOCC1	66%[activator]	26%	14%	-19%	-9	-28%	?	-18%	-2%
CSc1ncc(/C=C2/C(=O)NC(=O)N(C)C2=O)cn1	-3%	-19%	13%	1%	-7	-28%	·	-9%	3%
COc1ccc(OC)c(NC(=O)N2C[C@H]3C[C@@H](C2)c2cccc(=O)n2C3)c1	0%	32%	30%	-16%	2	-4%	23%	5%	i
COc1ccc(-c2nn(CCC#N)cc2C(=O)Nc2ccc(C(C)=O)cc2)cc1	-2%	51%[activator]	-6%	-6%	-4	1%	38%	-14%	0%
Cc1cccc(CN2CCN(C(=O)Cc3ccccc3)CC2)c1	-10%	?	-7%	-8%	3	79µM*	28µM*	6.3µM*	-3%
CN1C[C@H]2CON(C)[C@H]2C[C@H]1c1cccc(Br)c1	-4%	44%[activator]	15%	-14%	-4	·	·	-11%	-3%
C/C(=N\Nc1ccccc1)c1c(O)n(C)c(=O)n(C)c1=O	1%	25%	41%[activator]	-7%	7	-30%	?	-15%	-3%
Cc1onc(-c2ccccc2Cl)c1C(=O)OCC(=O)c1ccc2c(c1)OCCO2	25%	-6%	-5%	6%	1	16%	18%	?	0%
COC(=O)C1=C(c2ccc3ccccc3c2)C[C@@H]2CC[C@H]1N2C(=O)NC1Cc2ccccc2C1	16%	18%	8%	-17%	-2	-7%	-3%[2.33 µM]	-27%	-9%
Cc1ccccc1-n1c(C)nc2ccsc2c1=O	10%	44%[activator]	5%	4%	-2	·	·	-7%	6%
COCCOC(=O)C1=C(N)Oc2c(c(=O)oc3ccccc23)[C@@]12C(=O)Nc1ccccc12	3%	34%	8%	-13%	3	2%	-39%[12.7 µM]	-10%	4%
CC(C)c1ccc(-n2c(O)c(/C=N/NC(=O)c3ccncc3)c(=O)[nH]c2=O)cc1	8%	31%	10%	?	-3	?	18µM*	?	0%
CN(C/N=C(\N)N[N+](=O)[O-])S(=O)(=O)c1ccccc1	1%	24%	-18%	13%	-2	18%	1%	-10%	4%
O=C(c1ccc2c(c1)N(Cc1ccccc1)CCS2)N1CCC2(CC1)OCCO2	-5%	8%	15%	-19%	7	?	?	?	0%
Cc1ccc(-c2cc(-c3ccccc3)cc(-c3ccccc3)[n+]2-c2ccccc2C(=O)O)cc1	2%	38%	-7%	-13%	2	-1%	-17%[2.33 µM]	-6%	-1%
Cn1c(=O)oc2cc(S(=O)(=O)N3CCCC(C(=O)NCc4ccccc4Cl)C3)ccc21 (stereo not drawn)	-6%	43%[activator]	4%	-8%	-1	-1%	5%[59 µM]	-2%	3%
C=CCN1C(=O)NC(=O)C(Cc2ccc(OC)c(OC)c2)C1=O (stereo not drawn)	?	19%	?	8.9µM*	-6	3%	?	-2%	-10%
CC(=NCCO)c1c(O)n(C)c(=O)n(C)c1=O	-4%	20%	-2%	-4%	-2	0%	29%	2%	3%[11.5 µM]
CCSc1nc2n(n1)C(c1ccc(Cl)cc1Cl)C(C(=O)Nc1ccccc1C)=C(C)N2 (stereo not drawn)	-1%	44%[activator]	10%	13%	-1	-1%	-26%[59 µM]	-17%	-9%
CCOC(=O)[C@]1(C#N)[C@@H]2C=CC(C(N)=O)=CN2[C@@H](C(N)=O)[C@@H]1c1ccc(F)cc1	?	57%[activator]	-1%	7%	-10	-15%	·	-10%	i
COc1ccc(-c2cc(=NCC(=O)O)c3ccccc3o2)cc1	4%	34%	1%	-8%	-2	?	2%[2.33 µM]	-27%	-4%
CC(=O)OC1(c2ccc(C)cc2)CN2CCC1c1ccccc12 (stereo not drawn)	1%	27%	10%	-12%	-1	-31%	-14%	-17%	10%
C=CCc1c(C)[nH]c(=S)c(C#N)c1C	-7%	41%	9%	-5%	-2	-36%	1.1µM*	5µM*	-4%
CC(C(=O)c1c[nH]c2ccccc12)N1CCc2ccccc2C1 (stereo not drawn)	8%	39%[activator]	-12%	-18%	-7	5%	?	4%	-7%
OC(Cn1c2ccccc2c2ccccc21)C[n+]1cccc2ccccc21 (stereo not drawn)	1%	24%	-1%	-5%	8	-28%	32%[59 µM]	-11%	0%
C[C@H](CO)N1C[C@H](C)[C@H](CN(C)C(=O)Oc2ccccc2)OCc2cnnn2CCCC1=O	·	·	2%	-19%	-3	·	·	·	-9%
COc1ccc(-c2nc(CN3C(=O)CN=C(c4ccccc4)c4ccccc43)c(C)o2)cc1OC	2%	29%	-5%	-12%	0	?	-32%[59 µM]	-21%	1%
CC[N+]1(C)CCCC(OC(=O)C(O)(c2ccccc2)c2ccccc2)C1 (stereo not drawn)	-2%	27%	9%&-2%	-1%	1&3	1%	-5%	?	0%
CC1CCCCN1Cc1c[nH]c2ccccc12 (stereo not drawn)	11%	35%	0%	4%	-1	-13%	·	-16%	-5%
COc1cc2[nH]c(=S)n(-c3ccccc3)c(=O)c2cc1OC	5%	22%	-14%	-22%	0	-4%	-21%	-2%	9%
CCOC(=O)C1=C(N)OC2=C(C(=O)CCC2)C12C(=O)N(C)c1ccccc12 (stereo not drawn)	0%	20%	13%	-9%	-7	2%	-4%[12.7 µM]	-18%	2%
Cc1ccc(-c2nn(CCC#N)cc2C(=O)O)cc1C	-5%	23%	-5%	-20%	-1	-14%	4%	-2%	-4%
Cc1nc2ccccc2c(=O)n1-c1ccccc1[N+](=O)[O-]	-4%	29%	-1%	-10%	-1	-2%	2%	-5%	-11%
CCC1(CC)C(=O)NC(=NCCc2c[nH]c3ccccc23)NC1=O	-15%	10%	17%	-10%	2	-32%	-20%	-15%	7%

The list goes on; the last 5 above are carried over.
SMILES	Pin1 inhibitor	HP1b binding inh	GLS inhibitor	POLH inh	PI4K2A inh	BAZ2B block	G9a inh	JMJD2A Tudor	Tb PGK inh
COc1cc2[nH]c(=S)n(-c3ccccc3)c(=O)c2cc1OC	5%	22%	-14%	-22%	0	-4%	-21%	-2%	9%
CCOC(=O)C1=C(N)OC2=C(C(=O)CCC2)C12C(=O)N(C)c1ccccc12 (stereo not drawn)	0%	20%	13%	-9%	-7	2%	-4%[12.7 µM]	-18%	2%
Cc1ccc(-c2nn(CCC#N)cc2C(=O)O)cc1C	-5%	23%	-5%	-20%	-1	-14%	4%	-2%	-4%
Cc1nc2ccccc2c(=O)n1-c1ccccc1[N+](=O)[O-]	-4%	29%	-1%	-10%	-1	-2%	2%	-5%	-11%
CCC1(CC)C(=O)NC(=NCCc2c[nH]c3ccccc23)NC1=O	-15%	10%	17%	-10%	2	-32%	-20%	-15%	7%
Cc1cc(C(=O)CN2C(=O)c3ccccc3C2=O)c(C)n1C1CC1	-5%	22%	0%	-14%	5	9%	27%[0.501 µM]	-5%	i
CCC1(CC)C(=O)NC(=O)N(CCc2ccccn2)C1=O	-8%	25%	-9%	-9%	3	·	·	-1%	-1%
C[C@]12CC[C@@H](O)CC1=CCC1C2CC[C@@]2(C)C1C[C@@H](F)[C@H]2O (stereo partly drawn)	2%	34%	-5%	-20%	15	·	·	3%	-3%
c1ccc(-c2ccc(CN3Cc4ccccc4-n4nncc4C3)cc2)cc1	·	·	3%	-17%	-5	·	·	·	i

Source: PubChem BioAssay
